VEEV TC-83 Vero = inhibitors of VEEV TC-83 cytopathic effect, confirmation, Vero cells (AID 588727); Vero cells, VEEV TC-83 cytopathic effect inhibition; higher % means a stronger effect; one-dose inhibition, % at 20 µM; IC50 in µM for titrated hits; 350,000 compounds, 0.13% hits; in the data active = a potency from the dose series; inconclusive = inhibition mostly from about 14% at the one dose, without a potency; inactive = the rest, 99 in 100 with inhibition below about 12%; also: strong numbers were not always called active
M. tuberculosis = growth inhibition of non-replicating M. tuberculosis (AID 488890); 320,000 compounds, 0.39% hits; Mycobacterium tuberculosis non-replicating, growth inhibition; higher % means a stronger effect; inhibition, % at 25 µM; hits with a dose series show IC50 in µM; in the data active = a potency from the dose series; inconclusive = inhibition mostly from about 82% at the one dose, without a potency; inactive = the rest, 99 in 100 with inhibition below about 76%;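 also: plate controls were DMSO cells for no effect and high antibiotic wells for full effect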
PhoP GFP inhibition = PhoP regulon inhibitors, Salmonella typhi PhoP promoter GFP reporter, confirmatory (AID 1850); 310,000 compounds, 0.33% hits; Salmonella Typhi PhoP-promoter GFP reporter, fluorescence, 4 h; higher % means a stronger effect; one-dose inhibition, % at 50 µM; IC50 in µM for titrated hits; in the data active = a potency from the dose series; inconclusive = inhibition mostly from about 25% at the one dose, without a potency; inactive = the rest, 99 in 100 with inhibition below about 19%;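 also: 0% = induced wells with vehicle and 100% = uninduced wells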
H1N1 NS1A inhibition = H1N1 influenza NS1A inhibitors, functional cell based assay (AID 504329); NS1A functional cell-based assay, percent inhibition; higher % means a stronger effect; inhibition, % at 12.5 µM; hits with a dose series show IC50 in µM; 340,000 compounds, 0.3% hits; in the data active = a potency from the dose series; inconclusive = inhibition above about 27% without an active follow-up result; also: strong numbers were not always called active
M. tuberculosis HTS = M. tuberculosis growth inhibition, HTS (AID 449762); M. tuberculosis H37Rv growth inhibition, 7H9 media; higher % means a stronger effect; inhibition, % at 25 µM; hits with a dose series show IC50 in µM; 330,000 compounds, 0.59% hits; in the data active = a potency from the dose series; inconclusive = inhibition above about 70% without an active follow-up result;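 also: bacterial growth assessed after seven days of incubation; strong numbers were not always called active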
VEEV TC-83 Vero 10K pilot screen = second read-out of VEEV TC-83 Vero, no call of its own (marks repeat the call); inhibition, %; measured here: 10K pilot screen inhibition
Starred values were filed as active, the others as inactive; i = inactive; ? = inconclusive; . = no result given.

Start of the data: the first seven records, ahead of the listing:
SMILES	VEEV TC-83 Vero	M. tuberculosis	PhoP GFP inhibition	H1N1 NS1A inhibition	M. tuberculosis HTS	others
CC(=O)Nc1c(C(=O)Nc2ccc3c(c2)OCO3)oc2ccccc12	1.7%	1%	0%	1%	5%
Cc1cccc2cc(CN(Cc3ccc(F)cc3)Cc3nnnn3C3CCCC3)c(=O)[nH]c12	0.3%	1%	-6%	-2%	4%
O=C(/C=C/c1cccc([N+](=O)[O-])c1)NCCSCc1c(Cl)cccc1Cl	0.6%	-12%	-3%	-2%	-5%
Cc1ccc(C)c(S(=O)(=O)N2CCN(C(=O)c3ccc(OCc4c(C)noc4C)cc3)CC2)c1	7.2%	7%	3%	2%	14%
CN1CCc2c(c3ccccc3n2C)C1	0.1%	-6%	-4%	2%	2%
COc1ccccc1NC(=O)CCC(=O)OCc1ccc(Br)cc1	i	-10%	5%	-1%	2%
COc1ccc(C2=NN(C(=O)CCC(=O)O)C(c3ccccc3F)C2)cc1 (stereo not given)	0.2%	-13%	-5%	5%	8%

The whole of this part, repeating the preview:
SMILES	VEEV TC-83 Vero	M. tuberculosis	PhoP GFP inhibition	H1N1 NS1A inhibition	M. tuberculosis HTS	others
CC(=O)Nc1c(C(=O)Nc2ccc3c(c2)OCO3)oc2ccccc12	1.7%	1%	0%	1%	5%
Cc1cccc2cc(CN(Cc3ccc(F)cc3)Cc3nnnn3C3CCCC3)c(=O)[nH]c12	0.3%	1%	-6%	-2%	4%
O=C(/C=C/c1cccc([N+](=O)[O-])c1)NCCSCc1c(Cl)cccc1Cl	0.6%	-12%	-3%	-2%	-5%
Cc1ccc(C)c(S(=O)(=O)N2CCN(C(=O)c3ccc(OCc4c(C)noc4C)cc3)CC2)c1	7.2%	7%	3%	2%	14%
CN1CCc2c(c3ccccc3n2C)C1	0.1%	-6%	-4%	2%	2%
COc1ccccc1NC(=O)CCC(=O)OCc1ccc(Br)cc1	i	-10%	5%	-1%	2%
COc1ccc(C2=NN(C(=O)CCC(=O)O)C(c3ccccc3F)C2)cc1 (stereo not given)	0.2%	-13%	-5%	5%	8%
Cc1ccc(C2C3CSCC=C3C(C#N)=C(N)C2(C#N)C#N)cc1 (stereo not given)	5.6%	23%	-8%	3%	5%
CCOc1ccccc1C1c2[nH]c3ccccc3c2C[C@H]2C(=O)N(C3CCN(Cc4ccccc4)CC3)CC(=O)N12 (stereo not given in full)	1.6%	48%	12%	9%	?
CC(NC(=O)COC(=O)c1cn(-c2ccccc2)nc1-c1cccs1)c1ccccc1 (stereo not given)	1.1%	2%	-10%	1%	5%	VEEV TC-83 Vero 10K pilot screen=3.1
O=C1c2cccnc2C(Nc2cccc(F)c2)N1Cc1ccco1 (stereo not given)	0.9%	-4%	-10%	0%	-3%
Cc1ccc(-c2cc(C(=O)N3CCN(C(=O)c4ccco4)CC3)no2)cc1	i	14%	-8%	-13%	2%
Nc1cc(C(=O)OCC(=O)NCCC2=CCCCC2)ccc1Cl	1.3%	19%	.	-13%	-1%
O=C(COc1ccc(Cl)cc1)NCCNC(=O)c1cnccn1	i	0%	10%	-1%	5%
COc1ccc(NC(=O)NC2(C(=O)N3CCCC3)CCCCC2)cc1	0.6%	-3%	1%	5%	0%
COc1cc(Cl)c(C)cc1N1C(=O)CN(Cc2ccccc2)C1=S	0.8%	-4%	-3%	-3%	-2%
CCN(CC(=O)Nc1ccccc1OC)C(=O)CCOc1ccc(C(C)(C)C)cc1	6.2%	2%	4%	-6%	-3%
Cc1nnc(SCC(=O)NNC(=O)CC#N)[nH]c1=O	0.8%	67%	-7%	-4%	?
CCOc1ccc(OCC)c(NC(=O)c2ccc(CNc3c(N4CCOCC4)c(=O)c3=O)cc2)c1	4.3%	7%	5%	0%	11%
COC(=O)c1ccc(/C=C(\C#N)c2ccccn2)cc1	6.8%	63%	-13%	-5%	?
CCOc1ccccc1NC(=O)C(C)CC (stereo not given)	0.5%	-10%	2%	-17%	5%
CCCNC(=O)c1onc(CSc2ccc(F)cc2)c1C(=O)NC(C)C	0.3%	-1%	-24%	-5%	20%
Cc1nn(Cc2ccc(F)cc2)c(C)c1NC(=O)c1cc(-c2ccco2)on1	3.4%	0%	-1%	17%	2%
C=CCNc1nc(Nc2ccc(-c3nc4ccccc4o3)cc2)nc(N2CCOCC2)n1	7.8%	6%	-3%	8%	-2%
Clc1ccc(OCc2nnc(SCCN3CCCCC3)n2Cc2ccco2)cc1	i	26%	-2%	9%	0%
COc1ccccc1OCCOc1ccc(/C=C2/C(=N)N3OC(C)=CC3=NC2=O)cc1OC	5.9%	21%	15%	-2%	1%
COc1ccc(/C=N/NC(=O)c2ccc(CN3C(=O)c4cccc5cccc3c45)cc2)cc1O	7.5%	24%	-5%	-18%	-1%
COc1ccc(C2C(C(=O)N3CCN(C)CC3)c3cc(OC)c(OC)cc3C(=O)N2C)cc1 (stereo not given)	2.1%	5%	1%	0%	11%
Cc1c(NS(=O)(=O)c2cccc(C(=O)NCc3ccco3)c2)c(=O)n(-c2ccccc2)n1C	2.5%	.	.	0%	.
O=C(CSc1ccc(-c2cccnc2)nn1)N1CCCc2ccccc21	.	16%	-4%	.	-7%
COc1cccc(OC)c1C(=O)Nc1nc(-c2ccccc2)cs1	5.0%	11%	9%	0%	6%
Cc1cccc(NC(=O)CSCC(=O)NCc2ccco2)c1	2.2%	5%	-7%	20%	-21%
Cc1nn(CC2CC2)c(=O)n1-c1ccc(Oc2ccccc2)cc1	0.5%	29%	-6%	-1%	3%
CCCSCCCNC(=O)Cn1c(=O)c2cccn2c2ccccc21	i	77%	-12%	-10%	8%
O=C(Nc1ccc(Cl)cc1)Nc1nccs1	4.9%	32%	-2%	9%	-2%
COc1cccc(C(=O)COc2ccc3ccc(=O)oc3c2)c1	1.6%	31%	3%	-4%	17%
CC1=C/C(=N\NC(=O)c2cccs2)CC(C)(C)C1	0.4%	-7%	-7%	4%	68%
CCn1c(CNC(=O)c2ccc(OC)cc2)nnc1SCC(=O)c1ccccc1	2.1%	18%	7%	-2%	-5%
COc1ccc(NS(=O)(=O)c2ccc(Br)cc2)cn1	0.8%	-3%	1%	0%	0%
COC(=O)c1ccc(NN=Nc2ccc(C)cc2)cc1	0.5%	34%	-2%	12%	?
CCN(CC)c1ccc(S(=O)(=O)N2CCOCC2)cc1NC(=O)CN1C(=O)NC2(CCC(C)CC2)C1=O (stereo not given)	7.0%	44%	9%	-5%	3%
CCN1CCN(CCC(=O)Nc2ccccc2C)CC1	1.6%	-3%	-2%	1%	1%
O=S(=O)(Nc1ccc2c(c1)OCO2)c1ccc(F)c(F)c1	i	-3%	.	2%	-9%
CN(c1ccc(C(=O)N2CCOCC2)cc1)S(C)(=O)=O	1.6%	-6%	-12%	-3%	-9%
O=C(CN1CCCC1)Nc1sc2c(c1C(=O)Nc1ccccc1)CCCC2	0.6%	16%	-8%	-1%	-2%
O=C(Nc1cccc(Cl)c1Cl)c1ccc(-c2ccccc2)cc1	0.2%	7%	-23%	1%	9%
COc1ccc(Nc2nc3cc(C)ccc3cc2C#N)cc1	1.5%	18%	-7%	-36%	10%
CS(=O)(=O)N(CC(=O)N1CCN(Cc2ccccc2)CC1)c1cccc([N+](=O)[O-])c1	0.6%	4%	-4%	-3%	4%
C(=N\Nc1nncc2ccccc12)/c1ccccc1	33%	-8%	4%	-21%	-1%
CCOc1cccc(N2C(=O)CC(=O)NC2=O)c1	0.4%	.	-9%	10%	-7%
O=C(NCCN1CCCC1)C1COc2ccccc2O1 (stereo not given)	i	-3%	-4%	3%	2%
COc1cccc(C(=O)Nc2ccc(NC(=O)C3CCCCC3C(=O)O)cc2)c1 (stereo not given)	3.3%	0%	0%	-4%	-4%
CC1CCN(Cc2c(C(=O)N/N=C/c3cccc(Cl)c3)nnn2-c2nonc2N)CC1	0.3%	3%	0%	7%	1%
O=C(COC(=O)CCCN1C(=O)c2cccc3cccc(c23)C1=O)Nc1ccc(Cl)cc1	0.5%	32%	0%	-4%	22%
COc1ccccc1-c1cn(S(=O)(=O)c2ccc(F)cc2)nc1N	6.0%	11%	9%	-6%	5%
C=CCNc1sc(C(=O)C(C)(C)C)c(N)c1C#N	1.9%	11%	8%	3%	9%
CCN1/C(=C/c2cc[n+](CCCS(=O)(=O)[O-])c3ccccc23)Sc2ccccc21	0.4%	-2%	-15%	0%	5%
CCOc1cc(/C=N/NC(=O)c2cccc(S(=O)(=O)N3CCCC3)c2)ccc1OCC(=O)N(C)C	1.5%	3%	-6%	-11%	-3%
COc1ccc(C2=NN(C(=O)CSC3=NN4CCCC(=O)N=C4S3)C(c3cccc(OC)c3OC)C2)cc1 (stereo not given)	7.5%	22%	4%	3%	-9%
CCSc1nnc(NC(=O)c2csc3c2CCC(C)C3)s1 (stereo not given)	0.9%	9%	-4%	0%	-1%
Following part:
SMILES	VEEV TC-83 Vero	M. tuberculosis	PhoP GFP inhibition	H1N1 NS1A inhibition	M. tuberculosis HTS	others
CCn1cc(CNC(=O)c2cc(COc3ccc(F)cc3F)on2)cn1	0.2%	35%	-5%	10%	-1%
Cc1ccc(N(C(=O)NC2CCCCC2)C2=NCCCCC2)cc1	0.9%	43%	-5%	24%	-6%
Cn1nnnc1SCC(=O)N1CCN(C(c2ccccc2)c2ccccc2)CC1	3.4%	15%	6%	-2%	-2%
CC(C)(C)C(=O)Nc1c2c(nn1-c1ccc(F)cc1)CSC2	i	6%	6%	-3%	1%
CCOC(=O)C1(Cc2cccc(F)c2)CCN(C(=O)C2CCCO2)CC1 (stereo not given)	0.6%	-7%	7%	-10%	-2%
O/N=C(\c1ccc(Cl)cc1)c1cc2ccccc2o1	1.1%	34%	0%	4%	18%
C=CCC[C@@H](Cc1ccc(F)cc1)C(=O)OC[C@@H](Cc1c[nH]c2ccccc12)NC(=O)[C@H](CC=C)CC(=O)N[C@H](CO)Cc1ccccc1	1.2%	.	.	1%	-3%
O=C(c1cc(Sc2cccc(Cl)c2)nc2ccccc12)N1CCN(c2ccccn2)CC1	9.3%	17%	7%	13%	5%
CC1CCN(c2ccc(/C=N/n3nnnc3N)cc2[N+](=O)[O-])CC1	0.4%	6%	-27%	9%	2%
COC(=O)N/N=C/c1cc(Cl)cc(Cl)c1OCc1ccccc1F	0.5%	-6%	-3%	-16%	-6%
Cc1ccc(C(=O)OCC(=O)N(C)C2CCS(=O)(=O)C2)cc1S(=O)(=O)N1CCOCC1 (stereo not given)	2.4%	-5%	-5%	2%	4%
COc1ccc(-c2nn(CCC(=O)O)cc2CCC(=O)O)cc1	0.0%	-7%	9%	-10%	-3%
Cc1ccc(CN2CCN(Cc3cn[nH]c3C3CCCCC3)CC2CCO)cc1 (stereo not given)	i	36%	18%	0%	-6%
CC(c1ccc(O)cc1)(c1ccc(O)cc1)c1ccc(CCBr)cc1	3.9%	9%	-9%	-19%	4%
C[C@]12CC[C@@H]3c4ccc(O)cc4CC[C@H]3[C@@H]1CC[C@@H]2O	i	6%	-6%	-1%	2%
CCn1cnc2c1c(=O)n(Cc1ccc(C(=O)OC)cc1)c(=O)n2Cc1ccccc1	i	3%	7%	-18%	0%
CC(C)c1ccc(/C=C/C(=O)Nc2ccc(CN3CCOCC3)cc2)cc1	0.4%	53%	8%	.	62%
O=C(N/C(=C/c1cccnc1)C(=O)N1CCCCCC1)c1ccccc1	1.8%	-10%	3%	-4%	3%
CC12CCC(=O)N1C(C(=O)Nc1ccccc1F)CS2 (stereo not given)	1.2%	-10%	5%	-6%	-9%
CCOC(=O)N1CC(C)N(CC(O)CN2CCOCC2)CC1C (stereo not given)	?	.	.	4%	.
O=C(NCCc1ccccc1)C1CC(c2ccccc2O)=NO1 (stereo not given)	i	18%	0%	1%	-5%
O=C(C(c1ccccc1)C(O)c1ccccc1)N1CCOCC1 (stereo not given)	0.5%	.	.	3%	.
CCNC(=O)C1CCCc2c1[nH]c1ccc(Cl)cc21 (stereo not given)	0.9%	27%	0%	1%	30%	VEEV TC-83 Vero 10K pilot screen=1.0
Cc1ccc2nc(Cl)c3nnnn3c2c1	?	?	11%	-4%	?
COc1ccc(NC2=C(C(C)=O)C(c3ccc(OC)c(OC)c3)C(C(C)=O)C(C)(O)C2)cc1 (stereo not given)	i	52%	-5%	4%	-6%

High-throughput results deposited in PubChem by Southern Research Specialized Biocontainment Screening Center.
